mIAP act – mouse IAP activation | muIAP, CDP-Star luminescence, 30 min; stronger effect = higher value; 1 = vehicle-only enzyme signal, 0 = enzyme-free wells | activation factor at 10 µM | 0.24% of 330,000 active | AID 2805;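 active = activation factor of at least 2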; note: the source names both 10 and 20 µM as test concentration; values of inactives mirror those of a sister screen read the other way
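Assay system: mouse IAP enzyme; Reagent: CDP-Star chemiluminescent phosphatase substrate; Compound: DMSO-dissolved test compounds; Incubation: 30 min, room temperature; Technique: luminescence from enzymatic CDP-Star hydrolysis; Controls: DMSO-only wells and no-enzyme negative control.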
TIM10 inh – TIM10 yeast growth inhibition | S. cerevisiae TIM10 strain growth, BacTiter-Glo luminescence, 24 h | inhibition, % at 10 µM | 1.4% of 330,000 active | AID 463195;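 active = inhibition of 40% or more at the single tested concentration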;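 note: wild-type TIM10 isogenic control strain grown at permissive 25 °C; 0% = DMSO yeast wells and 100% = minimal medium wells without yeast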
MIN6 prolif – MIN6 beta-cell proliferation induction; proliferation, % at 10 µM; 0.29% of 330,000 active; MIN6 cells proliferation, ATPlite luminescence, 48 h; cells starved in 0.2% serum; 100% = growth in 10% serum;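 active = compounds whose signal lies at least 3.5 SD above the mean of all wells on their plate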;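 note: 0% = DMSO-treated cells in low-serum medium and 100% = 10% serum control; some compounds called inactive have numbers as strong as hits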
APOBEC3G inh – inhibitors of human APOBEC3G DNA deaminase; inhibition, % at 20 µM; Q9HC16; recombinant A3G, ssDNA deamination FAM/TAMRA fluorescence; 0.28% of 330,000 active;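 active = inhibition of at least 40% at 20 µM, with no more than 30% in the related APOBEC3A deaminase screen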;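 note: plate controls were DMSO wells with A3G for no effect and wells lacking A3G enzyme for full effect; some compounds called inactive have numbers as strong as hits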
mIAP block – blocks mouse intestinal alkaline phosphatase. purified mouse IAP, CDP-Star luminescence, 30 min. inhibition, % at 10 µM. 0.2% of 330,000 active;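 active = inhibition of at least 40% at 10 µM in the primary screen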;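 note: plate controls were DMSO with enzyme for no effect and no enzyme wells for full effect; values of inactives mirror those of a sister screen read the other way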
hIAP block – blocks human intestinal alkaline phosphatase; P09923; purified IAP, CDP-Star luminescence, 30 min; inhibition, % at 10 µM; 0.12% of 330,000 active;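 active = inhibition reaching a set limit with compound at 10 µM in the primary screen, cut at about 35% in these data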;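 note: plate controls were DMSO wells with enzyme for no effect and no-enzyme buffer wells for full effect; values of inactives mirror those of a sister screen read the other way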
Target sequence (P09923 whole entry, looked up): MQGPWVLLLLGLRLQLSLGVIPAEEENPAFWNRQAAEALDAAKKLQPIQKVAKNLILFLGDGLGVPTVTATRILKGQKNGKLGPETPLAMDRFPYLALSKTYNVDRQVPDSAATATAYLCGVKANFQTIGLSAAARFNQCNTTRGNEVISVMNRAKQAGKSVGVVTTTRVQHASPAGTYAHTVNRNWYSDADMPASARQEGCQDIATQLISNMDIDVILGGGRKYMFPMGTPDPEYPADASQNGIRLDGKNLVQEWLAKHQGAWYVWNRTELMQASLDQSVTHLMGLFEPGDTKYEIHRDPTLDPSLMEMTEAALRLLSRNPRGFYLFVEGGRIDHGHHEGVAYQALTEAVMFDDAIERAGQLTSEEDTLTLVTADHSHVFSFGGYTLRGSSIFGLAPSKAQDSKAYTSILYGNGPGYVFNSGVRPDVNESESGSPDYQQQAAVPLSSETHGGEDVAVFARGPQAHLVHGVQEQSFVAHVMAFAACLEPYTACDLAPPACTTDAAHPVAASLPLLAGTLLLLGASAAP
APOBEC3A inh – blocks human APOBEC3A ssDNA deamination; P31941; recombinant A3A, FAM/TAMRA ssDNA deamination fluorescence; inhibition, % at 20 µM; 0.41% of 330,000 active; AID 493011;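 active = at least 40% inhibition at 20 µM here, with at most 30% in a related deaminase screen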;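 note: plate controls were A3A with DMSO for no effect and wells lacking A3A enzyme for full effect; some results filed as inactive read as strong as hits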
Target sequence (P31941 whole entry, looked up): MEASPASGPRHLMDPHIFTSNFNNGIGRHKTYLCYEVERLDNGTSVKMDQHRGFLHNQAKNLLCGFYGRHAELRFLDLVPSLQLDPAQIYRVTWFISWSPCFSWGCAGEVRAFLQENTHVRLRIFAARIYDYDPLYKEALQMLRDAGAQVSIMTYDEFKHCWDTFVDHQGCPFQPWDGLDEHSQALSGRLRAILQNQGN
NALP3 yeast inh – NALP3 inhibition in yeast. Yeast reconstituted NLRP3/ASC/caspase-1, beta-gal luminescence, 24 h. inhibition, % at 10 µM. 0.39% of 330,000 active. AID 2825;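 active = inhibition of 50% or more; inactive = inhibition below 50%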;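 note: plate controls were induced DMSO wells for no effect and uninduced yeast grown without galactose for full effect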
tim10-1 inh – tim10-1 yeast growth inhibition; inhibition, % at 20 µM; 2.2% of 330,000 active; AID 463190; S. cerevisiae tim10-1 ts strain growth, BacTiter-Glo, 24 h;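 active = inhibition of at least 40%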;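 note: mutant grown at 25 °C; 0% = DMSO wells with yeast and 100% = wells holding no yeast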
An asterisk follows results filed as active; x = not tested or not shown.

SMILES	mIAP act	TIM10 inh	MIN6 prolif	APOBEC3G inh	mIAP block	hIAP block	APOBEC3A inh	NALP3 yeast inh	tim10-1 inh
CSc1ncccc1C(=O)N1CCCC(Nc2ccc(C)c(C)c2)C1 (stereo not drawn)	0.95	9	-1	-1	4	13	4	8	1
O=C(CNC(=O)c1ccc(Cl)cc1Cl)NCCCn1ccnc1	0.97	5	1	-3	2	16	-2	16	0
CCCCc1ccc(-c2csc(/C(C#N)=C/c3ccco3)n2)cc1	1	6	-4	-2	0	4	5	23	2
CC(C)c1ccc(NC(=O)NC2CC3CCC(C2)N3Cc2cccs2)cc1 (stereo not drawn)	1.2	-11	0	-3	-20	-13	0	17	-22
COc1ccc(-c2[nH]c(-c3ccc(C)cc3)nc2SCC(=O)NCc2ccco2)cc1OC	1	-6	-2	1	-3	-18	-1	22	-6
COc1ccc(C2=NOC(COc3ccc([N+](=O)[O-])cc3)C2)cc1 (stereo not drawn)	0.99	-11	-2	-6	1	-10	-6	17	-5
CC(Sc1nnc(-c2cccs2)n1N)C(=O)NCC1CCCO1 (stereo not drawn)	1	-7	-4	-9	0	-1	0	4	2
Cc1ccc(-c2noc(C3CCCCC3)n2)cc1	1.1	0	-2	5	-7	2	1	20	12
CCO/C(C)=C1\C(=O)N(CC)c2ccccc21	0.99	14	0	-2	1	-7	-2	26	24
CC(=O)C1C(c2ccco2)c2c(noc2C)CC1(C)O (stereo not drawn)	0.94	-3	-3	-3	6	-1	0	12	2
CC(NCC1(N2CCOCC2)CCCCC1)C(=O)N1CCc2ccccc21 (stereo not drawn)	1.1	-13	-3	-8	-13	-5	6	-1	21
COc1ccc(-c2nnc3ccc(SCC(=O)N4CCCCCC4)nn23)cc1OC	0.99	8	1	-3	1	10	1	6	12
CC(=O)Nc1ccc(NC(=O)Cn2c(CC(=O)N3CCCC3)nc3ccccc32)cc1	1.1	-4	-1	1	-12	-18	-6	-1	10
Cc1c(Cl)cccc1NC(=O)COC(=O)CCc1nc2ccccc2n1-c1ccccc1	1	33	0	0	-4	15	0	7	24
CC(=O)Nc1nc2ccccc2n1Cc1ccc(Cl)cc1	1	17	-4	-5	-3	-24	0	-2	23
CC(C)c1ccc(NC2(C#N)C(=O)Nc3ccccc32)cc1 (stereo not drawn)	0.97	16	2	2	2	-11	-3	7	20
CCOc1ccccc1CN1CCN(Cc2cc(=O)c3ccccc3[nH]2)CC1CCO (stereo not drawn)	1	-10	-3	-8	-2	-21	-5	6	13
CC(=O)NC(C)C(=O)OCC(=O)Nc1ccc(Br)cc1 (stereo not drawn)	0.94	-2	-2	-1	6	-6	0	7	15
Cc1nn2cc(-c3cccc(Cl)c3)cnc2c1Cl	0.98	8	-2	-4	2	11	-5	9	-21
COc1ccccc1NC(=O)c1ccccc1NS(=O)(=O)c1cccs1	1	32	0	-16	0	10	0	-12	26
CC(=O)NCCC(=O)NCc1ccc(F)cc1	0.97	1	-1	-4	3	-4	1	0	13
Cc1ccc(N(C(=O)Nc2ccccc2)C2=NCC(C)S2)cc1 (stereo not drawn)	0.96	3	0	-5	4	4	0	12	12
O=S(=O)(/N=C/c1c(O)ccc2ccccc12)c1ccccc1	1	17	-2	6	-1	5	2	16	23
Cc1cccc(NC(=O)CC2SC(=NC3CCCCC3)NC2=O)c1 (stereo not drawn)	1	0	-1	-6	-3	-10	-4	8	8
CC(=O)N1C(c2ccccc2)CC(=O)OC1c1ccc2c(c1)OCO2 (stereo not drawn)	1.1	-7	-1	-4	-8	1	-2	20	1
CCC(C)(C)NC(=O)CN(CC1CCCO1)C(=O)CCC(=O)Nc1nccs1 (stereo not drawn)	0.89	-3	-3	-2	11	6	2	8	7
CCCCNC(=O)N1CCCC(N(C)CCc2ccc(OC)c(OC)c2)C1 (stereo not drawn)	0.95	15	-3	-4	5	-14	-3	14	-2
COc1ccc(N2CCN(CC(=O)c3ccccc3)CC2)cc1	0.95	16	-3	-5	5	6	-1	14	29
CC(Cc1c[nH]c2ccccc12)C(=O)O (stereo not drawn)	0.74	-10	-1	40*	26	20	4	9	-2
CC(CC(=O)NCc1ccc(Cl)cc1)S(=O)(=O)c1ccc2c(c1)NC(=O)CO2 (stereo not drawn)	0.99	-5	1	-5	1	-14	-3	9	15
Cc1cc(CNC(=O)c2ccc(C)c([N+](=O)[O-])c2)c2ccccc2n1	1.1	8	-4	-1	-8	-8	21	-6	7
Cc1ccc(NC(=O)CSc2nnc(Cc3cccn3C)n2-c2ccc(F)cc2)c(C)c1	1	-6	4	2	-5	-17	6	-4	19
COc1c(CC=C(C)C)cc(C2CC(=O)c3c(O)cc(O)cc3O2)c(CC=C(C)C)c1O (stereo not drawn)	0.86	-3	-6	24	14	6	-1	8	23
O=C(O)CCSCC(=O)c1ccc2c(c1)OCCO2	1	-11	4	-3	-3	-18	0	5	7
Cc1c(OCC(=O)N[C@@H](Cc2ccccc2)C(=O)O)ccc2c1oc(=O)c1ccccc12	0.96	12	3	-4	4	1	1	3	-12
COc1cc(COCC(O)CN2CCN(Cc3ccccc3)CC2)cc(OC)c1OC (stereo not drawn)	0.87	-7	-3	3	13	3	4	17	-7
CS(=O)(=O)N(CC(=O)NCc1ccccc1Cl)C1CCCCC1	0.97	20	0	-3	3	7	3	13	22
O=c1[nH]c(=S)n(-c2cccc(C(F)(F)F)c2)c(O)c1C=NCCN1CCNCC1	0.98	3	0	-9	2	-24	-3	23	9
Cc1sc2ncnc(Sc3nnc4sc5ccccc5n34)c2c1C	0.94	21	0	-9	6	-5	0	-6	28
CCc1ccc(NC(=O)CSc2nnc(-c3ccccn3)n2C)cc1	0.95	-6	-2	1	5	5	5	12	18
Oc1ccccc1-c1ccn[nH]1	0.86	-10	-3	-8	14	-23	0	23	-4
COc1ccc(/C=C/C(=O)NCCCN2CCCCCC2)cc1	0.96	-33	-3	-4	4	-9	-1	14	-38
COc1cccc(/C=N/NC(=O)c2cccc([N+](=O)[O-])c2)c1OS(=O)(=O)c1ccccc1	0.91	16	-1	-3	9	0	-3	-4	33
CC(C)c1ccccc1NC(=O)COC(=O)CNC(=O)c1ccc(Br)cc1	1	2	-3	-6	-1	-10	0	2	6
O=C(CCc1ccccc1)Nc1nnc(-c2cccs2)o1	0.92	2	-1	-9	8	16	-5	14	-1
Cc1nnc(NC(=O)CSc2nc3c(c(=O)n2C)SC(C)C3)s1 (stereo not drawn)	0.94	-6	-2	-9	6	3	-6	13	-30
COc1cccc(/C=C2\Sc3ccc(C(=O)NCc4cccnc4)cc3N(C)C2=O)c1	1	7	-4	-3	-4	6	5	19	-1
O=C(c1cccc(C(F)(F)F)c1)N1CCN(C2CCCCC2)CC1	0.95	9	2	-6	5	13	-3	3	8
CCOc1ccc(N2C(=O)CC(N(O)c3ccccc3)C2=O)cc1 (stereo not drawn)	1	8	-2	-2	-1	9	-2	14	15
O=C(CC1NCCc2ccccc21)Nc1ccccc1Cl (stereo not drawn)	0.95	8	-1	-1	5	10	8	2	19
CC(=O)SC1CC(=O)N(c2c(C)cccc2C)C1=O (stereo not drawn)	0.9	11	-3	1	10	-11	-2	21	27
CC(C)[C@H](NC(=O)C1CCN(S(=O)(=O)c2ccccc2)CC1)C(=O)NCc1ccc(F)cc1	1.1	-1	0	2	-11	-35	0	8	7
CCOC(=O)C1(Cc2ccccc2)CCN(Cc2cccn2-c2cccnc2)CC1	1	9	-1	-9	-4	-1	20	-4	15
c1ccc(-n2nnnc2CN2CCOCC2)cc1	1	7	-2	-1	-4	-10	0	13	1
COc1ccccc1C(=O)N/C(=C\c1cn(S(=O)(=O)N(C)C)c2ccccc12)C(=O)NCCN1CCOCC1	0.97	-7	3	-5	3	-9	-3	-7	14
O=C(O)CCNC(=S)Nc1cccc(F)c1	1.1	-8	-1	-4	-8	-4	-5	3	16
CCCn1cc(CN2CCC(n3nccc3NC(=O)CCOc3ccccc3)CC2)c(C)n1	1.1	-1	5	-2	-6	-2	-1	9	-7
COC1CCCN(C(=O)c2ccc(OC3CCN(CCc4ccccc4)CC3)cc2)C1 (stereo not drawn)	0.95	-3	-5	-9	5	1	3	0	6
CCc1ccc(C2C(C#N)=C(N)SC(N)=C2C#N)cc1	1	0	-3	-6	0	17	-1	11	6
O=C(Cc1cccs1)NCc1cccc(C(F)(F)F)c1	0.95	20	-3	-5	5	7	-3	-13	-1

Brought forward from above: 6 entries, then new ones.
SMILES	mIAP act	TIM10 inh	MIN6 prolif	APOBEC3G inh	mIAP block	hIAP block	APOBEC3A inh	NALP3 yeast inh	tim10-1 inh
COc1ccccc1C(=O)N/C(=C\c1cn(S(=O)(=O)N(C)C)c2ccccc12)C(=O)NCCN1CCOCC1	0.97	-7	3	-5	3	-9	-3	-7	14
O=C(O)CCNC(=S)Nc1cccc(F)c1	1.1	-8	-1	-4	-8	-4	-5	3	16
CCCn1cc(CN2CCC(n3nccc3NC(=O)CCOc3ccccc3)CC2)c(C)n1	1.1	-1	5	-2	-6	-2	-1	9	-7
COC1CCCN(C(=O)c2ccc(OC3CCN(CCc4ccccc4)CC3)cc2)C1 (stereo not drawn)	0.95	-3	-5	-9	5	1	3	0	6
CCc1ccc(C2C(C#N)=C(N)SC(N)=C2C#N)cc1	1	0	-3	-6	0	17	-1	11	6
O=C(Cc1cccs1)NCc1cccc(C(F)(F)F)c1	0.95	20	-3	-5	5	7	-3	-13	-1
COc1ccc(CCNC(=O)C(NC(=O)OCc2ccccc2)C(C)C)cc1OC (stereo not drawn)	1.3	3	-1	-3	-28	4	-2	-9	-2
COc1ccc(OCCSc2nnc(CC(=O)Nc3cccc(Cl)c3Cl)n2C)cc1	1.1	-15	-2	9	-13	-27	29	-13	21
COCCNC(C(=O)Nc1cc(Cl)cc(Cl)c1)c1ccccc1 (stereo not drawn)	1.3	22	0	-3	-30	6	-1	20	36
CC(C)(C)CN1CCC(n2nccc2NC(=O)c2ccccc2Cl)CC1	1.1	3	-2	-4	-6	0	0	18	-10
CC(C)(C)NC(=O)C(c1ccc(-c2ccccc2)cc1)N(C[C@H]1CC[C@@H]([C@@H]2CC[C@H](CO)O2)O1)C(=O)c1cccc(Cl)c1 (stereo partly drawn)	1	-3	x	2	-2	x	-3	x	17
COC(=O)c1ccc(COC(=O)CNC(=O)c2ccc(-c3ccccc3)cc2)cc1	0.95	-9	2	-2	4	-4	-1	5	12
CC1(c2ccccc2)NC(=O)N(CC(=O)Nc2cc3c(cc2Br)OCCO3)C1=O (stereo not drawn)	0.99	-3	-2	-12	1	2	7	14	-7
CCN(CC)CCOC(=O)c1ccc(N/C=C(/C#N)c2nc(-c3ccc(OC)c(OC)c3)cs2)cc1	1	-14	-4	-5	0	5	2	3	3
O=C(O)C1CC=CCC1C(=O)NCc1ccccc1 (stereo not drawn)	0.94	8	2	-5	6	13	0	0	6
COc1ccc(S(=O)(=O)N2CCSC2C)cc1C (stereo not drawn)	0.88	-14	-1	1	12	-6	-2	47	4
Cc1ccc(CONC(=O)c2cccc(C)c2)cc1	1.1	-3	-1	-6	-10	-12	-4	18	-3
CC1CCc2nc3ccc(S(=O)(=O)N4CCC(C(=O)NCc5ccccc5Cl)CC4)cc3c(C(=O)O)c2C1 (stereo not drawn)	0.96	5	-1	-5	4	-2	1	-1	16
C/C(=N\NC(N)=O)c1ccccc1	0.98	0	-2	-4	2	2	2	13	-2
CCC(=O)NCCN1CCN(C(=O)CC)CC1	1.1	3	-2	-3	-7	-14	0	-1	6
